# MITF primary – blocks human microphthalmia-associated transcription factor | AlphaScreen MITF homodimerization, bead proximity signal | AID 1259374 | inhibition, % at 2.6 µM | actives 0.91% (n = 650,000); in the data active = inhibition above about 50%;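 also: 0% = vehicle wells with protein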
# Target sequence (O75030 whole entry, looked up): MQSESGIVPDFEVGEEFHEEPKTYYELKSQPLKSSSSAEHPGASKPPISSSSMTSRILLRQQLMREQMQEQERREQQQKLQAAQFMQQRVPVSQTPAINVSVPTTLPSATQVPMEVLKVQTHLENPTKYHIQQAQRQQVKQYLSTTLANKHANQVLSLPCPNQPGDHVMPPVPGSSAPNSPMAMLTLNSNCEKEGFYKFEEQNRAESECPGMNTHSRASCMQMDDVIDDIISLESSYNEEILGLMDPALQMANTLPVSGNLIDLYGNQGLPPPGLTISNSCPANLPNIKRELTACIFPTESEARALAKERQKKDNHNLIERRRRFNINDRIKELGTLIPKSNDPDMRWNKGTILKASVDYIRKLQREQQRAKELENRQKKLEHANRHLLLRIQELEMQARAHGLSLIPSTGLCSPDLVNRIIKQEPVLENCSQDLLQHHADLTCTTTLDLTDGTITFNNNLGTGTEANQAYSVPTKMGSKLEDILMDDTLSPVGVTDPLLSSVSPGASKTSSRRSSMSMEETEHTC
# TEAD-YAP block – TEAD-YAP interaction inhibition | HEK-TIYL cells, TEAD-Gal4/YAP UAS-luciferase luminescence | actives 1.4% (n = 640,000) | inhibition, % at 9.12 µM; in the data active = inhibition above about 32%;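 also: 0% = median of test compound wells and 100% = reference inhibitor wells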
# FBW7 act – human FBW7 E3 ligase activation, primary screen | Q969H0 | AlphaScreen FBW7–phospho-cyclin E peptide binding, activator screen | normalized activity (activation), % at 26.1 µM | actives 0.13% (n = 650,000) | AID 1259310; in the data active = normalized activity above about 1.9%;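 also: purified mutant Fbw7 with reduced substrate affinity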
# GPR151 activ – human GPR151 activation; actives 1% (n = 650,000); activation, % at 11.2 µM; Q8TDV0; PathHunter beta-arrestin GPR151 cells, luminescence; in the data active = activation above about 4.9%;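 also: 0% = median of compound wells and 100% = cells with positive control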
# Target sequence (Q8TDV0 whole entry, looked up): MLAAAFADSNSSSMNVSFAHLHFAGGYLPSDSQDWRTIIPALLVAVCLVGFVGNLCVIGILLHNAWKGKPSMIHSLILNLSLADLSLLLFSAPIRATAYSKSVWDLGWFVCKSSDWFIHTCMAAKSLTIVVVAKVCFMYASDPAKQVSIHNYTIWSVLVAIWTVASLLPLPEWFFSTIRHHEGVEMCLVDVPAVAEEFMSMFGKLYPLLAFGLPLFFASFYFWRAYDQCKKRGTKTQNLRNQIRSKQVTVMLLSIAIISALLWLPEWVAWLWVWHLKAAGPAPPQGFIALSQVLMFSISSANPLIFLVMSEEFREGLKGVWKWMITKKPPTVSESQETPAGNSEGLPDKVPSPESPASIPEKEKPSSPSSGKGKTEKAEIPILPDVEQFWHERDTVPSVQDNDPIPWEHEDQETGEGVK
# The depositor's hits bear a star.
smiles	MITF primary	TEAD-YAP block	FBW7 act	GPR151 activ
COc1cc(OC)c(C2N(c3ccccc3)CCN2c2ccccc2)cc1Br	10	-10	-0.1	-1.1
Cc1nc(SCC(=O)c2ccc3c(c2)OCO3)c2c3c(sc2n1)CCCC3	5	-6	0.0	-0.1
COc1ccc(-c2noc(CN(C)Cc3ccccc3)n2)c(OC)c1OC	12	-17	0.1	2.1
CCCN1CCC(NC(=O)Nc2ccc(F)cc2F)CC1	18	5	-0.1	-1.0
COc1cc(OC)c(NC(=O)Cn2cnc3scc(-c4ccccc4)c3c2=O)cc1Cl	-11	14	0.0	0.1
O=C(Nc1ccnn1C1CCN(C(=O)c2cc(F)c(F)cc2F)CC1)C1CC1	3	3	-0.2	-0.2
Cc1cccc(NC(=O)Cn2ccn(Cc3ccccc3)c(=O)c2=O)c1	3	-2	0.0	-0.1
O=c1c2sccc2nc(SCc2ccccc2Cl)n1-c1ccc(F)cc1	-11	-6	-0.1	1.0
CCCCOC(=O)c1sc2nc3c(cc2c1N)C(=O)CCC3	8	-5	-0.1	-0.7
CCOC(=O)C1(Cc2ccc(OC)cc2)CCN(C(=O)CN2C(=O)CSC2=O)CC1	4	0	0.0	2.4
COc1cccc(OC)c1C(=O)Nc1cccc(Br)c1	-13	-5	0.3	-1.7
O=C(NCC1CCCO1)C(=O)NC1CCCCC1 (stereo not given)	17	-27	0.1	-1.3
CN1CCc2c(sc3c2C(=O)NC(c2ccc(C(C)(C)C)cc2)N3)C1 (stereo not given)	5	0	0.1	-2.1
O=C(Cc1ccc(-n2c(=O)[nH]c3ccsc3c2=O)cc1)N1CCN(c2ccccc2)CC1	0	-1	-0.1	0.8
CCCNS(=O)(=O)c1ccc(NC(C)=O)cc1	-21	0	-0.1	-0.3
Cc1cc2nc(-c3ccc(SCC(=O)N4CCOCC4)nc3)[nH]c2cc1C	7	-6	0.0	-0.1
COc1cccc(-c2cc(C(=O)Nc3cc(C)ccc3O)no2)c1	-4	-11	0.0	1.1
OCCN1CCN(CC(O)COc2ccccc2-c2ccccc2)CC1 (stereo not given)	-1	4	0.2	-0.1
Cc1cccc(Cn2c(C)c(CNCCC3=CCCCC3)c(C(=O)O)c2C)c1	12	6	0.7	-0.5
O=C(Cc1ccc(Cl)cc1)Nn1c(-c2ccc(F)cc2)nc2ccccc2c1=O	2	4	0.0	-0.3
O=C(CSc1nnc(-c2ccccc2)o1)Nc1ccc(N2CCOCC2)cc1	0	16	0.2	0.2
CSc1ncccc1C(=O)Nc1cc(Cl)ccc1C	26	-8	1.2	0.4
N=C1C(c2nc(-c3ccc(Cl)cc3)cs2)=C(O)CN1c1ccc(C(=O)O)cc1	-1	2	0.1	0.8
CCc1ccc(NC(=O)COC(=O)c2cc(=O)c3cc(F)ccc3o2)cc1	-4	-1	2.8*	0.3

# Single records, from the list above. Screens in order: MITF primary	TEAD-YAP block	FBW7 act	GPR151 activ
# `CCc1ccc(NC(=O)COC(=O)c2cc(=O)c3cc(F)ccc3o2)cc1` is listed as -4	-1	2.8*	0.3
# `N=C1C(c2nc(-c3ccc(Cl)cc3)cs2)=C(O)CN1c1ccc(C(=O)O)cc1` is listed as -1	2	0.1	0.8

# Next compounds
smiles	MITF primary	TEAD-YAP block	FBW7 act	GPR151 activ
N#Cc1c(N)nc2c(c1-c1ccc(Cl)cc1)CCCCCCCCCC2	0	-9	-0.2	-0.6
CCOP(=O)(OCC)C(NC(=O)c1cccc([N+](=O)[O-])c1)c1ccccc1 (stereo not given)	0	3	0.0	1.8
Fc1ccc(CSc2nnc(-c3ccc(Cl)cc3Cl)o2)cc1	11	-5	0.0	-0.5
CNC(=S)N1CCn2cccc2C1c1cc(OC)ccc1OC (stereo not given)	0	2	0.1	0.3
CCCCN1C(=O)CCc2cc(NS(=O)(=O)CCc3ccc(OC)cc3)ccc21	-10	9	-0.1	0.7
CCNc1c(NS(=O)(=O)c2ccc(C)cc2C)c(=O)oc2ccccc12	-5	-10	-0.1	0.8
CCCCN(CCCC)C(=O)Cn1c(=O)n(CC(=O)N(CCCC)CCCC)c2ccccc21	-10	3	-0.1	-2.0
O=[N+]([O-])c1cccc(CSc2nnc(-c3cccc(F)c3)n2-c2ccccc2)c1	-10	-65	0.0	-1.0
COc1ccccc1Nc1nc(-c2ccccc2O)nc2ccccc12	4	3	-0.1	1.2
Cn1c(SCCO)nnc1C1CCCN1 (stereo not given)	16	8	-0.2	-0.8
Cc1ccc(CNC(=O)CCc2c(C)nc3c(c(C)nn3C)c2C)cc1	0	3	-0.1	1.0
CN1Cc2cc(C(=O)c3ccccc3O)cnc2NC1=O	1	6	0.0	-0.9

# Next section; the last 2 above are carried over.
smiles	MITF primary	TEAD-YAP block	FBW7 act	GPR151 activ
Cc1ccc(CNC(=O)CCc2c(C)nc3c(c(C)nn3C)c2C)cc1	0	3	-0.1	1.0
CN1Cc2cc(C(=O)c3ccccc3O)cnc2NC1=O	1	6	0.0	-0.9
CCCCn1nnnc1NCc1ccc(C)s1	-4	-5	0.0	-0.1
COc1cccc(CCNC(=O)C2CC23CCN(Cc2ccco2)CC3)c1 (stereo not given)	-8	-6	-0.1	0.0
CCCNc1nc(Nc2ccc(N3CCOCC3)cc2)nc2nc[nH]c12	6	16	0.0	2.8
CNC(=O)n1c(SCC(=O)N(C)C)nc2ccccc21	17	-8	0.2	-1.9
CCC1CN(Cc2cccc(C)n2)Cc2cc(OC)ccc2O1 (stereo not given)	-3	-4	0.0	4.8
Cc1ccc(S(=O)(=O)n2c(SCC(=O)c3ccc(Cl)cc3)nc3ccccc32)cc1	-6	-8	-0.1	-1.9
Cc1cccc(N2C(=O)c3ccc(Oc4ccc(NC(=O)CSc5ccc(Br)cc5)cc4)cc3C2=O)c1	1	-14	0.4	-1.1
COc1ccc(/C=N/NC(=O)c2ccc(NC(=O)c3cccc([N+](=O)[O-])c3)cc2)cc1OC	13	19	0.6	-0.8
c1coc(-c2nn3c(-c4ccncc4)nnc3s2)c1	5	0	-0.4	0.9
CCc1ccc(/C=N/n2c(C)n[nH]c2=S)cc1	-12	0	0.1	-0.9
CC(=O)N1CCc2cccc(NCc3ccccc3S(C)(=O)=O)c21	11	-1	0.1	1.7
C=CCN(c1ccccc1)S(=O)(=O)c1ccc2[nH]cc(C(=O)NCc3ccco3)c(=O)c2c1	5	1	-0.1	-1.8

# Limited to FBW7 act, for 2 of the compounds above:
structure,FBW7 act
CCCNc1nc(Nc2ccc(N3CCOCC3)cc2)nc2nc[nH]c12,0.0
CNC(=O)n1c(SCC(=O)N(C)C)nc2ccccc21,0.2

# (continued)
smiles	MITF primary	TEAD-YAP block	FBW7 act	GPR151 activ
Fc1ccc(N2CCN(c3nc(-c4ccc(Br)cc4)nc4ccccc34)CC2)cc1	21	-3	1.4	0.8
Cc1ccc(OCCn2c(CCNC(=O)c3ccco3)nc3ccccc32)cc1	-5	-10	-0.2	0.1
O=C(NCCOc1ccccc1Cl)c1ccc(I)cc1	-5	-47	-0.1	-0.5
N#CCOc1nc(N2CCCC2)nc(N2CCCC2)n1	0	-10	-0.1	0.6
COc1ccc(-c2csc3nnc(SCC(=O)Nc4nccs4)n23)cc1	0	-20	0.3	1.6
COc1ccc(S(=O)(=O)N(CC(=O)Nc2cc(Cl)ccc2C)c2ccc(C)cc2)cc1	19	-1	-0.1	0.0
CS(=O)(=O)N1CCC(c2nnc(C3CC3)o2)CC1	3	-16	-0.1	0.5
CCc1ccccc1-n1c(SCc2cc(=O)n3cc(Br)ccc3n2)nc2[nH]ncc2c1=O	7	-14	0.0	-1.2
CCc1ccc(N(CC(=O)O)S(=O)(=O)c2ccccc2)cc1	12	5	0.3	-0.8
Cc1sc2nc(C(C)C)n3c(SCC(=O)NNC(=O)c4ccco4)nnc3c2c1C	8	9	-0.1	-0.8
CCOc1ccc(CN(CCc2ccc3c(c2)OCO3)Cc2cc(OC)ccc2OC)cc1	40	9	-0.4	0.6
COc1ccc(C(=O)N2CCN(c3ccccc3F)CC2)cc1	15	-6	0.2	1.9
O=C1NN(c2cccc(Br)c2)C(=O)/C1=C\c1ccc([N+](=O)[O-])o1	50	16	-0.7	-0.2
O=C(Nc1cc(F)ccc1F)C1CCCCC1	-5	-10	-0.1	2.0
CCOC(=O)c1ccc(NC(=O)N2CCC(CN3CCCCC3)CC2)cc1	1	-1	0.0	-0.6
O=C(N/N=C\c1ccco1)C(=O)Nc1ccccc1F	10	0	0.0	-0.9
CCOC(=O)C(C(=O)OCC)C(Cc1ccc(OCC(F)(F)F)cc1)NC=O (stereo not given)	-3	-4	0.1	-0.9
CCC(=O)N[C@@H]1c2ccccc2C2(CCN(C(=O)CC3CC3)CC2)[C@H]1OCc1cccnc1	12	12	0.1	-0.6
Cc1cccc(NC(=O)C2C3C=CC4(O3)C2C(=O)N(CCC2=CCCCC2)C4C(=O)NC2CCCC(C)C2C)c1 (stereo not given)	-6	-5	-0.2	-0.5
Cc1ccc(NC(=O)c2ccccc2NC(=O)c2cccc(S(=O)(=O)N3CCOCC3)c2)c(C)c1	4	0	-0.3	0.8
Cc1c(NC(=O)c2ccccc2F)cccc1-c1nc2ncccc2o1	19	1	0.0	-1.9
COc1cccc(C(=O)Nc2ccc(-c3nc4cc(C)ccc4o3)c(O)c2)c1	-4	-13	-0.3	0.2
CC(C(=O)NCc1ccco1)N1Cc2ccccc2C1=O (stereo not given)	-2	-3	-0.2	0.2
CCCc1nnc(SCC(=O)N2CCCCC2)n1CCCOC	-2	-1	-0.1	0.2
CC1CCN(Cc2nnnn2CCCC(=O)N(C)C(C)c2ccncn2)CC1 (stereo not given)	16	0	0.4	-1.1
CC(C)C(=O)Nc1cccc(NC(=O)CSc2ccc(Cl)cc2)c1	3	-10	0.0	-0.3
CN1CC=C2C(C#N)=C(N)C(C#N)(C#N)C(c3ccc(Cl)c(Cl)c3)C2C1 (stereo not given)	-1	6	-0.3	1.3
Cc1cccc(NC(=O)CN2CCC3(CC2)NC(=O)c2ccccc2O3)n1	-1	4	-0.1	-0.8
COCCn1c(=NC(=O)C(C)(C)C)sc2cc(S(C)(=O)=O)ccc21	4	-7	0.0	-1.0
CC(C)(C)NC(=O)C[n+]1cccc(C(N)=O)c1	3	-4	0.0	-0.2
COc1cc(NC(=O)Cc2c(C(=O)O)[nH]c3ccccc23)cc(OC)c1OC	19	-4	0.2	-0.8
Cc1nc2sc(C(c3ccccc3F)N3CCC(C(N)=O)CC3)c(O)n2n1 (stereo not given)	11	-4	0.2	-0.3
CS(=O)(=O)c1ccccc1CN1CCC(NCC2CC2)CC1	13	3	0.3	0.5
COc1ccc(Nc2ncc(-c3ccc(Cl)cc3)cn2)cc1	-9	-25	-0.1	0.2
CC(CN1CCc2nc(N3CCCC3)[nH]c(=O)c2C1)c1ccccc1 (stereo not given)	14	1	0.1	1.0
COc1ccc(/C=C/c2ccc3ccccc3[n+]2[O-])cc1	3	72*	0.0	-3.4
COCCNC(=O)Cn1nc(C(F)(F)F)c(Br)c1C	-2	20	-0.1	2.1
C#CCOc1c(I)cc(/C=C2/NC(=O)NC2=O)cc1OCC	18	0	0.0	-1.0
Cc1nnnn1/C(=C\c1ccccc1)C(=O)OCC(=O)N1CC2(C)CC1CC(C)(C)C2 (stereo not given)	-12	10	0.0	0.5
CC(=O)Nc1ccc(Nc2cc(-c3ccc(C(N)=O)cc3)nc(N)n2)cc1	-3	-9	0.0	-0.7
CCn1c(CC(=O)OC)csc1=Nc1ccc(Cl)cc1	5	-46	0.1	-0.2
Cc1ccc(C)c(-c2nnc(NC(=O)CCSc3ccc(F)cc3)o2)c1	-1	18	0.0	0.9
O=C1COc2ccc(C(=O)COC(=O)c3cccc(Br)c3)cc2N1	6	1	-0.1	-0.4
CCOc1ccc(Nc2n[nH]c(C)c2[N+](=O)[O-])cc1	-3	-53	-0.3	-1.8
CCN(CC)C(=O)C1CCCN(c2nc(NCCN(C(C)C)C(C)C)c3ncn(-c4ccccc4)c3n2)C1 (stereo not given)	7	41*	0.0	-0.9
CCOc1ccc(C(=O)/C=C\Nc2ccccn2)cc1	-3	-12	-0.1	-2.7
COc1cc(C(c2sc3nc(C)nn3c2O)N2CCCC(C)C2)cc(OC)c1OC (stereo not given)	-10	0	-0.1	-0.4
COC(=O)c1c(C)oc2cc(Br)c(OCc3c(F)cccc3Cl)cc12	8	4	0.0	0.5
CCOc1ccc(OCC)c(NS(=O)(=O)c2ccc3[nH]c(=O)c(=O)[nH]c3c2)c1	2	10	0.0	-0.1
CCOC(=O)CSc1cn2c(n1)CCC2	-15	-7	-0.1	-0.4
COc1ccc(O)c(C2NC(C)(C(=O)O)C3C(=O)N(Cc4ccccc4)C(=O)C23)c1 (stereo not given)	3	12	0.1	2.6
C=CCN1CCN(c2c(Cl)cccc2NC(=O)c2ncn[nH]2)CC1	-9	-6	0.0	0.8
Oc1oc(-c2ccccc2Br)nc1C=Nc1ccc(Br)cc1	-3	-1	0.0	1.3
CCOc1ccc2c(=O)c(Oc3ccc(F)cc3)c(C)oc2c1	6	6	0.1	-0.1
O=C(CCc1nnc(CCc2ccccc2)o1)NCc1ccc(F)cc1	-23	-8	-0.1	-0.4
COC(=O)Cn1cnc2c(nnn2-c2cccc(Cl)c2)c1=O	0	-10	-0.1	-0.3

# Screening results deposited in PubChem by The Scripps Research Institute Molecular Screening Center.
